p53 reactivation: mutant p53 re-activation in reporter cells. 320,000 compounds, 0.063% hits. H1299 p53-A138V BP100-luciferase reporter, luminescence, 24 h. Potency, µM (top dose mostly 92.2 µM), for inactives: at the highest dose activity change, positive = activation, actives largely listed as activators. AID 504706; note: % of control where 0% means no effect; nearly all actives have a fitted effect of over 45% in size
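p53-null H1299 cells stably carrying temperature-sensitive p53-A138V and a BP100-luciferase reporter were pinned with compounds (4-point, 1:5 series) and held 24 hrs at 37 deg C. Luminescence was read 10 min after detection reagent.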
VP16 counter: Gal4-VP16 reporter inhibition counter-screen | Drosophila S2 Gal4-VP16 UAS-luciferase, luminescence, 20 h | Potency, µM (highest dose often 53.6 µM), for the others: at the top dose activity, negative = inhibition, hits mostly inhibitors | 310,000 compounds, 3.5% hits | AID 2546;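 note: Gal4-VP16 expression switched on by copper sulfate through the metallothionein promoter; % is set by controls: 0 for no effect and ±100 for the full control effect; nearly all actives have a fitted effect of over 50% in size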
MBNL1-CUG inh: blocks human MBNL1 binding to CUG repeat RNA. Q9NR56. TR-FRET MBNL1-His/biotin-(CUG)12 binding, 665/545 ratio. Potency, µM (highest dose often 57.5 µM), for the others: at the top dose activity change, negative = inhibition, actives largely listed as inhibitors. 280,000 compounds, 0.036% hits. AID 2675; active = well fitted inhibition curve with a large enough effect in the signal ratio, with a control signal flat, not every such curve was filed as active; inconclusive = small, poorly fitted or top-dose-only effect, or effect the other way, or a change in a side signal; inactive = no such curve, though single readings can be large or run the other way; the % refers to the signal ratio; note: % is set by controls: 0 for no effect and ±100 for the full control effect
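TR-FRET between His-tagged MBNL1 and biotin-(CUG)12 RNA, detected with Tb anti-His antibody (0.055 ng/ul) and streptavidin-XL665 (5 nM), 60 min at room temperature. Compounds titrated 92 nM to 58 uM; 665/545 nm ratio normalized to buffer and complex controls.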
BRCA1 expr act: BRCA1 expression activation; Potency, µM (series often up to 46.1 µM), for the others: at the top dose activation, actives largely listed as activators; AID 624202; MCF7-BRCA1-FFLuc reporter, luminescence, 48 h; response scale: scaled: vehicle 0%, 10 µM genistein 100%; 380,000 compounds, 1.1% hits; note: nearly all actives have a fitted effect of over 80% in size; some results filed as inactive show a strong effect at the top dose
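MCF7-BRCA1-FFLuc, 2000 cells/well; 2 h attach, 37 °C/5% CO2; compound 48 h; luciferase substrate 15 min; luminescence end-point. Norm. to genistein 10 microM max activation and DMSO; concentration-response curves fitted.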
Rab9 prom act: activators of Rab9 promoter. Huh7 Rab9 promoter-luciferase reporter, luminescence, 24 h. Potency, µM (series often up to 9.22 µM), for the others: at the top dose activation, negative = inhibition, usual class: activators. 320,000 compounds, 2.8% hits. AID 485297; note: % of control where 0% means no effect; nearly all actives have a fitted effect of over 60% in size
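Quantitative HTS format; Huh7 Rab9-luciferase reporter cells (1500/well) receive compound 2 h post-plating, incubate 24 h at 37 °C, then get luciferase reagent for 10 min before luminescence reading.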
MLL CXXC-DNA inh: inhibitors of human MLL CXXC domain-DNA interaction; MLL-CXXC / FITC-HOXA9 DNA fluorescence polarization; Potency, µM (top dose mostly 115 µM), for the others: at the highest dose activity change, negative = inhibition, usual class: inhibitors; 290,000 compounds, 0.037% hits; AID 2662; active = well fitted inhibition curve with a large enough effect in the polarisation, with a control signal flat, not every such curve was filed as active; inconclusive = small, poorly fitted or top-dose-only effect, or effect the other way, or a change in a side signal; inactive = no such curve, though single readings can be large or run the other way; the % refers to the polarisation
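Fluorescence polarization: 7 uM MLL-CXXC (stock) preincubated 5 min with compounds, then 50 nM fluorescein-HOX-A9 DNA (stock) added; 30 min ambient. Buffer 50 mM Tris-HCl pH 7.5, 50 mM NaCl, 1 mM DTT, 0.05% BSA.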
NPC1 prom act: activators of NPC1 promoter. Huh7 NPC1 promoter luciferase reporter, 24 h. Potency, µM (highest dose often 9.22 µM), inactives show at the top dose activation, most hits filed as activators. 320,000 compounds, 2.4% hits. AID 485313;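 note: % of control where 0% means no effect; nearly all actives have a fitted effect of over 60% in size; reporter is driven by a mutant NPC1 promoter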
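Luciferase expression driven by the NPC1 promoter was measured in stably transfected Huh7 cells after a 24 h compound incubation, using a luciferase reagent and a luminescence read.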
FLuc counter: counter-screen for miR-21 project: firefly luciferase inhibitors or activators; P08659; purified FLuc, Km substrates, luminescence inhibition; Potency, µM (top dose mostly 57.5 µM), for inactives: at the top dose activity change, negative = inhibition, usual class: inhibitors; 360,000 compounds, 6.9% hits; AID 588342;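 note: plate controls were vehicle for no effect and reference inhibitor for full effect; nearly all actives have a fitted effect of over 55% in size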
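Biochemical qHTS of compounds, final roughly 60 µM downward over six points, against 10 nM purified firefly luciferase using Km concentrations of substrates (10 uM D-luciferin, 10 uM ATP) in Tris acetate pH 7.5 buffer; luminescence output.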
uPA surface inh: blocks generation of uPA at the cell surface; Potency, µM (doses to about 38.3 µM), for inactives: top-dose activity change, negative = inhibition, usual class: inhibitors; AID 540303; cell surface uPA generation assay, qHTS; 330,000 compounds, 0.31% hits; active = well fitted inhibition curve with a large enough effect; inconclusive = small, poorly fitted or top-dose-only effect; inactive = no such curve, though single readings can be large or run the other way; tested in mouse RAW 264.7 cells; note: % is set by controls: 0 for no effect and ±100 for the full control effect; nearly all actives have a fitted effect of over 55% in size
ELG1 genotox: genotoxicity induction in ELG1-luciferase HEK293T cells | Potency, µM (top dose mostly 46 µM), for inactives: at the top dose activity change, positive = activation, most hits filed as activators | HEK293T ELG1-luciferase reporter, luminescence, 16 h | 330,000 compounds, 1.3% hits | AID 504466; note: % of control where 0% means no effect; nearly all actives have a fitted effect of over 60% in size
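Genotoxic stress is detected as increased luminescence from luciferase-tagged ELG1 in HEK293T cells, measured with ONE-Glo after a 16 hr treatment at 37 °C.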
RORg inh: ROR gamma (mouse) transcription inhibition. P51450. Drosophila S2 Gal4-RORgamma UAS-luciferase reporter, 20 h. Potency, µM (series often up to 53.6 µM), without a hit: at the highest dose activity change, negative = inhibition, usual class: inhibitors. 310,000 compounds, 5.4% hits; note: % is set by controls: 0 for no effect and ±100 for the full control effect; nearly all actives have a fitted effect of over 60% in size
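Luminescence from a UAS-regulated Photinus luciferase reporter in stably transfected Drosophila Schneider cells is measured; decreased signal marks ROR gamma inhibition. Fusion expression is induced by 700 uM copper sulfate for 20 hr.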
Numbers without * were called inactive; ? = inconclusive; / = not tested or not shown; & = joins results of further samples; [ ] = dose if it differs, or a comment. Unless noted, calls come from the whole dose curve; as a rule, active = well fitted curve in the direction sought with a large enough effect; inconclusive = small, poorly fitted or top-dose-only effect, or another doubt; inactive = no such curve, though single readings can be large; an effect the other way counts as inactive or inconclusive. Potency is the fitted concentration of half-maximal effect. Only part of the results is shown (hit frequency here may not be typical).

Compound | p53 reactivation | VP16 counter | MBNL1-CUG inh | BRCA1 expr act | Rab9 prom act | MLL CXXC-DNA inh | NPC1 prom act | FLuc counter | uPA surface inh | ELG1 genotox | RORg inh
Cc1c(Br)c(C(N)=O)nn1C | -3% | 12% | -1% | 6% | -2% | -2% | 8% | 2% | / | -7% | -36%
CC(C)Sc1nc2ccccc2n1CC(=O)O | 1% | -5% | 2% | 0% | -4% | 6% | -1% | 3% | 4% | -6% | 33%
Cc1nn(Cc2ccccc2Cl)c2sc(C(=O)OC3CCCC3=O)cc12 (stereo not given) | 14% | 1% | -11% | -16% | -4% | -6% | 1% | ? | / | 0% | ?
O=C1N(Cc2cccnc2)C[C@@H]2C[C@@H](c3ccc4nonc4c3)N3CCC[C@@]123 | 0% | -2% | ? | 0% | -3% | -5% | -2% | -1% | 1% | -4% | 5%
Cc1ccc(C(=O)N2CCCC2)cc1S(=O)(=O)N1CCOCC1 | 19% | -2% | 0% | -10% | -3% | 18% | -2% | 3% | -3% | 3% | -27%
CCOc1ccc(-c2nc(CSCC(=O)NCCN3CCOCC3)c(C)o2)cc1 | -6% | ? | -9% | -13% | 12% | -1% | 14% | ? | -6% | ? | ?
COc1ccccc1C(=O)NC(=O)CSc1nnc(C)s1 | -8% | 5% | 0% | -2% | 6% | -4% | -6% | -5% | 2% | 6% | -5%
CC(=O)NC1C(=O)N=C(SCC(=O)Nc2c(C)cccc2C)NC1=O (stereo not given) | -5% | 1% | -4% | -5% | 0% | -1% | -2% | -2% | -8% | 2% | 2%
CCCC(CCC)=NNC(=O)c1ccccc1F | ? | -2% | -17% | 3% | 14% | -3% | -1% | 5% | -6% | 5% | 0%
CC1(C)OC(=O)C(=Cc2ccc(-c3ccc(Cl)c(C(=O)O)c3)o2)C(=O)O1 | -1% | 8% | 10% | 2% | -1% | 28µM* | -4% | 15µM* | 4% | -2% | -10%
Cc1oc2nc(SCC(=O)NCCCO)nc(N)c2c1C | 24% | 5% | 1% | -5% | 13% | -1% | -1% | -2% | -1% | 2% | -10%
O=C(Nc1ccc(F)cc1)C1CC(=O)n2c(nc3ccccc32)N1 (stereo not given) | -9% | -6% | -4% | -4% | -2% | 25% | -2% | -1% | -1% | 0% | 17%
COc1cc(OC)cc(-c2c(-c3cccs3)c3cc(-c4ccc(OC)c(OC)c4)ccc3n2C)c1 | 3% | / | / | -19% | 3% | / | -1% | 3% | 7% | -1% | /
NC(=O)c1nn(-c2cccc(Cl)c2)c(=O)cc1O | -1% | -7% | 0% | 3% | 2% | -6% | 3% | 0% | / | 1% | 22%
COc1cc(/C=N/N2CCN(C3c4ccccc4-c4ccccc43)CC2)cc(OC)c1O | 6% | ? | / | -29% | 24% | 0% | 0% | 2% | -3% | -3% | ?
O=C(O)CNC(=O)/C(=C\c1ccco1)NC(=O)c1ccco1 | 19% | -11% | 12% | 0% | 4% | -19% | -1% | -1% | 2% | -2% | -2%
CCn1cc(C(=O)N2CCN(c3cccc(C)c3C)CC2)c(=O)c2ccc(C)nc21 | 1% | 0% | 3% | -21% | -11% | -8% | -7% | 1% | -2% | -1% | -1%
COc1cccc(C(C(=O)NC2CCCC2)N(Cc2ccco2)C(=O)c2ccco2)c1OC (stereo not given) | -5% | 2% | -3% | 8% | -8% | -4% | -2% | 0% | 1% | -5% | -5%
CN(C)S(=O)(=O)c1ccc(NC(=O)CN2C(=O)NC(Cc3ccccc3)C2=O)cc1 (stereo not given) | 6% | / | / | 0% | 2% | / | 1% | / | -3% | 1% | /
CCN(CC)c1ccc(C=Nc2cc(C)ccc2C)c(O)c1 | 26% | -24% | 2% | -17% | 1% | 10% | 2% | 1.7µM* | 0% | 7% | -6%
O=C(Nc1nc(-c2ccc3ccccc3c2)cs1)c1ccc(N2C(=O)CCC2=O)cc1 | 4% | ? | 39%[activator] | -13% | -10% | 28% | -10% | -3% | 3% | 2% | ?
CCOC(=O)c1c(C)[nH]c(C(=O)CSc2nccc(C)n2)c1C | 25% | 25% | 55%[activator] | ? | 2.8µM* | -3% | 2.8µM* | ? | -4% | ? | 5%
O=C(Nc1ccc(NC(=O)c2ccco2)nc1)c1ccco1 | 7% | -22%[10 µM] | -2% | -22% | 0.32µM* | 9% | 0.4µM* | 4.8µM* | -13% | 4% | 7.9µM*
Cc1cc(C)cc(OCC(=O)NCCc2nc3ccccc3[nH]2)c1 | -5% | 6% | 2% | -14%&1% | -14% | -2% | 0% | -2%&-8% | 6% | -5% | 13%
CCOC(=O)C(=O)/C(C#N)=C/Nc1ccccc1 | -1% | 1% | 8% | 1% | 6% | 9% | -1% | -10% | 4% | 2% | 22%

Part of the list above with just MLL CXXC-DNA inh and p53 reactivation.
compound	MLL CXXC-DNA inh	p53 reactivation
CC(C)Sc1nc2ccccc2n1CC(=O)O	6%	1%
Cc1nn(Cc2ccccc2Cl)c2sc(C(=O)OC3CCCC3=O)cc12 (stereo not given)	-6%	14%

Additional results follow:
Compound | p53 reactivation | VP16 counter | MBNL1-CUG inh | BRCA1 expr act | Rab9 prom act | MLL CXXC-DNA inh | NPC1 prom act | FLuc counter | uPA surface inh | ELG1 genotox | RORg inh
CC(Oc1ccc2ccc(=O)oc2c1)C(=O)NC1CC(C)(C)NC(C)(C)C1 (stereo not given) | 1% | -2% | 2% | 6% | -3% | -5% | -2% | 2% | -3% | -1%[9.26 µM] | -6%
N/C(CC1CC1(Cl)Cl)=N\OC(=O)c1ccccc1 (stereo not given) | 15% | -11% | -11% | -10% | -6% | -7% | 0% | ? | 1% | -2% | 2%
O=C(N/N=C/c1ccc(OCCCF)cc1)c1ccc(C(F)(F)F)cc1 | 0% | 8% | -6% | -12% | -5% | -8% | -1% | 1% | 1% | 0% | -22%
O=C(CCl)N(CCc1ccccc1)CCc1ccccc1 | -27% | ? | -3% | -57% | -39%[inhibitor] | -5% | -50%[inhibitor] | -16% | -11% | -15% | ?
CCC(C)(C)NC(=O)CN(CCc1cccc(C)c1)C(=O)c1csnn1 | 1% | 2% | -5% | 4% | 0% | -2% | 0% | 3% | -1% | -2% | 9%
COc1ccc(C2CC(O)(c3ccccc3)Oc3cc(OC)c(OC)c(OC)c32)cc1 (stereo not given) | 3% | ? | 5% | -20% | 1% | 20% | -9% | -20% | ? | 0% | -16%&16%
CC(=O)Nc1ccc(S(=O)(=O)N/N=C/c2ccc(C)s2)cc1 | 24% | ? | 29% | 78% | ? | 0% | 17% | 11µM* | 3% | ? | -7%
CCCn1c2ccccc2c2nnc(SCC(=O)Nc3nnc(CC(=O)OCC)s3)nc21 | -2% | 1% | 5% | -2% | 1% | -3% | -2% | 2% | -6% | -1% | -4%
O=[N+]([O-])c1cccc(/C=C2\CCC(/C=N/Nc3ccc4ccccc4n3)=C2N2CCOCC2)c1 | 2% | -4% | / | 20% | -9% | -5% | -2% | -9% | -2% | 1% | -30%
Cc1cc(Cl)cc(C)c1OCCCCN1CCOCC1 | 13% | 4% | ? | 2% | -4% | 4% | 2% | -2% | / | 12% | -1%
Cc1cc(NC(=O)c2cc3ncc(Br)cn3n2)no1 | 0% | 4% | 55%[activator] | -7% | -1% | 6% | 1% | ? | 7% | 15% | -7%

Arranged by the number under BRCA1 expr act (descending): some entries from above
SMILES,p53 reactivation,BRCA1 expr act,Rab9 prom act,MLL CXXC-DNA inh,NPC1 prom act,uPA surface inh,RORg inh
O=[N+]([O-])c1cccc(/C=C2\CCC(/C=N/Nc3ccc4ccccc4n3)=C2N2CCOCC2)c1,2%,20%,-9%,-5%,-2%,-2%,-30%
CCCn1c2ccccc2c2nnc(SCC(=O)Nc3nnc(CC(=O)OCC)s3)nc21,-2%,-2%,1%,-3%,-2%,-6%,-4%
Cc1cc(NC(=O)c2cc3ncc(Br)cn3n2)no1,0%,-7%,-1%,6%,1%,7%,-7%
O=C(N/N=C/c1ccc(OCCCF)cc1)c1ccc(C(F)(F)F)cc1,0%,-12%,-5%,-8%,-1%,1%,-22%

Source: PubChem
